Screening data: PubChem BioAssay, Broad Institute
TcdB inh = TcdB glycohydrolase inhibition; AID 652162; 0.24% of 350,000 active; inhibition, % at 9.99 µM; TcdB glycohydrolase enzymatic assay, plate reader; in the data active = inhibition above about 10%
Active calls of the source: *. Only part of the results is shown. The share of hits here may be higher or lower than overall.

For O=C(Nc1ccccc1F)N[C@@H]1CC[C@@H](CCNC(=O)C2CCC2)O[C@H]1CO the results were TcdB inh -0.6.
O=C(C[C@@H]1CC[C@@H]2[C@H](COC[C@H](O)CN2C(=O)c2ccc3c(c2)OCO3)O1)NC1Cc2ccccc2C1 was read as TcdB inh -0.5.
O=C(C[C@H]1CC[C@H](NC(=O)c2ccccn2)[C@@H](CO)O1)NCc1cccc(F)c1 was read as TcdB inh 0.9.
Screening Cc1noc(C)c1NC(=O)N[C@H]1C=C[C@H](CC(=O)Nc2ccccc2)O[C@@H]1CO returned TcdB inh 0.6.
For C[C@@H]1CN([C@@H](C)CO)C(=O)c2cccc(NC(=O)C3CCOCC3)c2O[C@H]1CN(C)CC1CC1 the results were TcdB inh -0.4.
`C[C@@H]1CN([C@H](C)CO)C(=O)c2cc(C#Cc3ccccn3)cnc2O[C@H]1CN(C)C(=O)c1cnccn1` gave TcdB inh 0.4.
Screening COc1cccc(-c2ccc([C@@H]3[C@@H](C#N)N(C(=O)c4ccccn4)[C@@H]3CO)cc2)c1 returned TcdB inh 0.0.
`CO[C@H]1CN(C)C(=O)c2ccc(NC(C)=O)cc2OC[C@H](C)N(CC2CC2)C[C@@H]1C` gave TcdB inh 0.9.
For Cc1ccc(S(=O)(=O)Nc2ccc3c(c2)C(=O)N([C@@H](C)CO)C[C@H](C)[C@@H](CN(C)C(=O)NC(C)C)OCCCC[C@@H](C)O3)cc1 the results were TcdB inh -3.1.
`C[C@H](NC(=O)C[C@H]1C[C@@H]2c3cc(NC(=O)C4CCC4)ccc3O[C@@H]2[C@@H](CO)O1)c1ccccc1` gave TcdB inh -1.1.
`C/C=C/c1ccc([C@H]2[C@H]3CN(C(=O)Cc4cccnc4)CCCCN3[C@H]2CO)cc1` gave TcdB inh 0.4.
Screening C[C@@H]1CN([C@@H](C)CO)C(=O)c2cccc(NS(=O)(=O)c3ccc(Cl)cc3)c2O[C@@H]1CN(C)Cc1ccc(C(=O)O)cc1 returned TcdB inh -0.5.
`CCCN1[C@H](C(=O)NCC)[C@@H](CO)[C@@H]2Cn3c(ccc(-c4ccc(C(=O)N(C)C)cc4)c3=O)[C@@H]21` gave TcdB inh -0.2.
`COc1ccc(NC(=O)N(C)C[C@H]2Oc3cc(-c4ccc(C)cc4)ccc3S(=O)(=O)N([C@H](C)CO)C[C@@H]2C)cc1` gave TcdB inh 0.3.
`O=C(C1CCCCC1)N1CC[C@H]2[C@H](CO)Nc3ccc(Br)cc3[C@H]21` gave TcdB inh 3.0.
`Cc1noc(C)c1S(=O)(=O)N(C)C[C@@H]1Oc2ccc(NC(=O)CCC(F)(F)F)cc2CC(=O)N([C@@H](C)CO)C[C@@H]1C` gave TcdB inh -0.5.
Screening C[C@@H]1CN([C@H](C)CO)C(=O)c2cc(NS(=O)(=O)c3ccccc3)ccc2O[C@@H](C)CCCCO[C@@H]1CN(C)CC1CC1 returned TcdB inh -0.2.
C[C@@H]1CN([C@@H](C)CO)C(=O)Cc2cc(NC(=O)Cc3ccccc3)ccc2O[C@H]1CN(C)Cc1ccc(C(F)(F)F)cc1 was read as TcdB inh 0.2.
For C[C@H](CO)N1C[C@H](C)[C@H](CN(C)Cc2ccc(Oc3ccccc3)cc2)Oc2ccc(NC(=O)CCCCCC(=O)Nc3ccccc3N)cc2CC1=O the results were TcdB inh -0.4.
For C/C=C/c1ccc2c(c1)O[C@@H](CN(C)C(=O)c1cnccn1)[C@H](C)CN([C@H](C)CO)S2(=O)=O the results were TcdB inh -0.2.
For Cc1noc(C)c1NC(=O)N(C)C[C@H]1Oc2ccc(NS(=O)(=O)c3cccs3)cc2C(=O)N([C@@H](C)CO)C[C@@H]1C the results were TcdB inh 1.0.
`COc1ccc(S(=O)(=O)Nc2ccc3c(c2)CC(=O)N([C@H](C)CO)C[C@@H](C)[C@H](CN(C)C(=O)Nc2c(C)noc2C)O3)cc1` gave TcdB inh 0.5.
`COCC(=O)N(C)C[C@@H]1Oc2cc(-c3ccccc3)ccc2S(=O)(=O)N([C@H](C)CO)C[C@H]1C` gave TcdB inh 0.1.
`O=S(=O)(c1ccc(F)cc1)N1CCCCN2[C@H](CO)[C@@H](c3ccc(-c4ccccc4)cc3)[C@H]2C1` gave TcdB inh 0.1.
`C[C@H]1CN([C@@H](C)CO)S(=O)(=O)c2ccc(-c3cncnc3)cc2O[C@H]1CN(C)C(=O)CC1CC1` gave TcdB inh -1.5.
COc1cccc(-c2ccc3n(c2=O)C[C@@H]2[C@@H](CO)[C@H](C(=O)N(C)C)N(C(=O)C4CCCC4)[C@H]32)c1 was read as TcdB inh 0.2.
Cc1noc(C)c1NC(=O)Nc1ccc2c(c1)C(=O)N([C@H](C)CO)C[C@H](C)[C@H](CN(C)C(=O)Nc1ccc3c(c1)OCO3)OCCCC[C@H](C)O2 was read as TcdB inh -0.5.
For O=S(=O)(NC[C@@H]1[C@H](c2ccccc2)[C@H](CO)N1CC1CC1)c1ccccc1 the results were TcdB inh -0.6.
C/C=C/c1ccc([C@@H]2[C@@H](CNC(=O)CC)N(C(=O)COC)[C@H]2CO)cc1 was read as TcdB inh -0.1.
Cc1noc(C)c1S(=O)(=O)Nc1cccc2c1O[C@@H](CN(C)Cc1ccc(Cl)c(Cl)c1)[C@@H](C)CN([C@@H](C)CO)C2=O was read as TcdB inh 0.8.
Screening Cc1noc(C)c1NC(=O)Nc1ccc2c(c1)CC(=O)N([C@@H](C)CO)C[C@H](C)[C@@H](CN(C)CC1CCCCC1)O2 returned TcdB inh -0.3.
For COCC(=O)Nc1ccc2c(c1)C(=O)N(C)[C@@H]1CC[C@H](CC(=O)NCC3CCCCC3)O[C@H]1CO2 the results were TcdB inh -0.2.
`COc1ccc(CN(C)C[C@H]2OCCCC[C@@H](C)Oc3ccc(NC(=O)CCCCCC(=O)Nc4ccccc4N)cc3C(=O)N([C@H](C)CO)C[C@@H]2C)cc1` gave TcdB inh -1.0.
Screening C[C@H]1CN([C@@H](C)CO)C(=O)CCCn2nncc2CO[C@H]1CN(C)CC1CCCCC1 returned TcdB inh -0.3.
For C[C@@H]1CCCCO[C@@H](CN(C)C(=O)c2ccncc2)[C@H](C)CN([C@@H](C)CO)C(=O)c2cc(NS(C)(=O)=O)ccc2O1 the results were TcdB inh -0.2.
`C[C@H](CO)N1C[C@H](C)[C@H](CN(C)C(=O)C2CC2)Oc2cc(/C=C/c3ccccc3)ccc2S1(=O)=O` gave TcdB inh 1.5.
COc1cccc(S(=O)(=O)N[C@H]2C=C[C@H](CC(=O)NCc3ccccc3)O[C@@H]2CO)c1 was read as TcdB inh -0.7.
Screening Cc1noc(C)c1NC(=O)Nc1ccc2c(c1)CC(=O)N([C@@H](C)CO)C[C@H](C)[C@@H](CN(C)C)O2 returned TcdB inh 0.4.
`N#C[C@@H]1[C@H](c2ccccc2C2=CCCCC2)[C@@H](CO)N1C(=O)CN1CCOCC1` gave TcdB inh 1.4.
C[C@@H]1CN([C@H](C)CO)S(=O)(=O)c2ccc(/C=C/c3ccccc3)cc2O[C@H]1CN(C)C(=O)C1CC1 was read as TcdB inh 3.1.
For CCC(=O)N1C[C@H](C)[C@H](OC)CN(C)C(=O)c2ccc(NC(=O)C3CC3)cc2OC[C@H]1C the results were TcdB inh -0.2.
CN(C)C(=O)C[C@H]1C=C[C@H](NC(=O)NC2CCCC2)[C@H](CO)O1 was read as TcdB inh -2.4.
Screening CCCNC(=O)N1CC2(CCN(Cc3cccnc3)CC2)c2c(n(C)c3cc(OC)ccc23)[C@@H]1CO returned TcdB inh 0.9.
For O=C(O)C[C@H]1CC[C@@H](NC(=O)Nc2cc(F)ccc2F)[C@@H](CO)O1 the results were TcdB inh -0.1.
CN(C)CC(=O)Nc1ccc2c(c1)[C@H]1C[C@@H](CC(=O)NCc3ccccn3)O[C@@H](CO)[C@H]1O2 was read as TcdB inh -0.6.

Among those listed so far, two contain a COOH group.
Screening C[C@@H]1CN([C@@H](C)CO)C(=O)c2cccc(NS(=O)(=O)c3ccc(Cl)cc3)c2O[C@@H]1CN(C)Cc1ccc(C(=O)O)cc1 returned TcdB inh -0.5.
For O=C(O)C[C@H]1CC[C@@H](NC(=O)Nc2cc(F)ccc2F)[C@@H](CO)O1 the results were TcdB inh -0.1.

Next part.
C[C@@H]1CN([C@@H](C)CO)C(=O)c2cc(C#CCN(C)C)cnc2O[C@@H]1CN(C)C(=O)c1cccnc1 was read as TcdB inh 0.2.
`C[C@@H]1CN([C@H](C)CO)C(=O)c2cccc(NS(=O)(=O)c3cccs3)c2O[C@@H]1CN(C)Cc1ccccc1` gave TcdB inh 0.4.
Screening C[C@H]1CN([C@@H](C)CO)C(=O)Cc2cc(NC(=O)c3ccncc3)ccc2O[C@@H]1CN(C)S(=O)(=O)c1cccs1 returned TcdB inh -2.1.
For CC(C)NC(=O)N(C)C[C@H]1Oc2c(NS(C)(=O)=O)cccc2C(=O)N([C@H](C)CO)C[C@H]1C the results were TcdB inh -0.7.
CN1c2ccc(C#Cc3ccc(F)cc3)cc2[C@@H]2[C@@H](CCN2C(=O)CN2CCOCC2)[C@H]1CO was read as TcdB inh -0.1.
`C[C@H](CO)N1C[C@H](C)[C@H](CN(C)S(C)(=O)=O)Oc2cc(C#CCN(C)C)ccc2S1(=O)=O` gave TcdB inh 1.0.
Screening C[C@H](CO)N1C[C@H](C)[C@@H](CN(C)C(=O)C2CC2)Oc2ncc(-c3ccc(C(=O)N(C)C)cc3)cc2C1=O returned TcdB inh 0.4.
For CCC(=O)N(C)C[C@@H]1Oc2cc(-c3ccccc3OC)ccc2S(=O)(=O)N([C@@H](C)CO)C[C@H]1C the results were TcdB inh 1.3.
`C[C@@H]1CN([C@@H](C)CO)C(=O)Cc2cc(NC(=O)Nc3cccc4ccccc34)ccc2O[C@H]1CN(C)Cc1ccc(Cl)c(Cl)c1` gave TcdB inh -0.9.
`O=C(C[C@@H]1CC[C@H](NC(=O)c2ccncc2)[C@@H](CO)O1)NCC1CCCCC1` gave TcdB inh -1.8.
`CC(C)NC(=O)N(C)C[C@@H]1OCCCC[C@H](C)Oc2ccc(NC(=O)CCCN(C)C)cc2C(=O)N([C@H](C)CO)C[C@@H]1C` gave TcdB inh 0.2.
`C[C@H]1CCCCO[C@H](CN(C)CC2CC2)[C@@H](C)CN([C@@H](C)CO)C(=O)c2cc(NC(=O)CCC(F)(F)F)ccc2O1` gave TcdB inh 1.2.
`C[C@H](CO)N1C[C@H](C)[C@@H](CN(C)C(=O)C2CC2)Oc2cc(-c3cccc(C#N)c3)ccc2S1(=O)=O` gave TcdB inh 0.7.
COCC(=O)N1CC[C@@H]2[C@H]1c1cc(C#Cc3ccc(OC)cc3)ccc1N[C@@H]2CO was read as TcdB inh -0.8.
C[C@H]1CCCCO[C@H](CN(C)Cc2ccc(Cl)c(Cl)c2)[C@@H](C)CN([C@@H](C)CO)C(=O)c2cc(N(C)C)ccc2O1 was read as TcdB inh -10.0.

Four entries from above, ordered by SMILES length, falling:
C[C@H]1CCCCO[C@H](CN(C)Cc2ccc(Cl)c(Cl)c2)[C@@H](C)CN([C@@H](C)CO)C(=O)c2cc(N(C)C)ccc2O1 was read as TcdB inh -10.0.
CN1c2ccc(C#Cc3ccc(F)cc3)cc2[C@@H]2[C@@H](CCN2C(=O)CN2CCOCC2)[C@H]1CO was read as TcdB inh -0.1.
Screening COc1cccc(-c2ccc([C@@H]3[C@@H](C#N)N(C(=O)c4ccccn4)[C@@H]3CO)cc2)c1 returned TcdB inh 0.0.
COCC(=O)N1CC[C@@H]2[C@H]1c1cc(C#Cc3ccc(OC)cc3)ccc1N[C@@H]2CO was read as TcdB inh -0.8.

The list continues:
C[C@H](NC(=O)C[C@H]1C=C[C@H](NS(=O)(=O)c2cccc(F)c2)[C@@H](CO)O1)c1ccccc1 was read as TcdB inh 1.0.
`COc1ccc2c3c([nH]c2c1)[C@H](CO)N(Cc1cccc(F)c1)CC31CCN(C(C)=O)CC1` gave TcdB inh 1.7.
`C[C@@H](NC(=O)[C@H]1N[C@H]2c3ccc(C4=CCCC4)c(=O)n3C[C@H]2[C@@H]1CO)c1ccccc1` gave TcdB inh -1.1.
Cn1cnc(S(=O)(=O)N2C[C@@H](O)COC[C@H]3O[C@H](CC(=O)NC4CCC4)CC[C@@H]32)c1 was read as TcdB inh 0.4.
C/C=C/c1ccc2c(c1)O[C@H](CN(C)C(=O)Nc1ccc(OC)cc1)[C@H](C)CN([C@H](C)CO)S2(=O)=O was read as TcdB inh 0.2.
COCCN(C[C@@H]1[C@H](c2ccccc2)[C@@H](CO)N1C(C)=O)C(=O)c1ccncc1 was read as TcdB inh -1.0.
C[C@@H]1CN([C@@H](C)CO)C(=O)c2cc(/C=C/c3ccccc3)cnc2O[C@@H]1CN(C)C(=O)CN(C)C was read as TcdB inh 2.0.
Cc1ccccc1-c1ccc([C@@H]2[C@H](CO)N3CCCCN(C(=O)Nc4cccc(F)c4)C[C@@H]23)cc1 was read as TcdB inh -1.1.
`COc1ccc2c3c(n(C)c2c1)[C@@H](CO)NCC31CCN(Cc2ccc(-c3ccccn3)cc2)CC1` gave TcdB inh 3.8.
Screening O=C(NCc1ccc2c(c1)OCO2)[C@@H]1[C@@H](CO)[C@@H]2Cn3c(cccc3=O)[C@H]1N2Cc1ccncc1 returned TcdB inh 0.6.
For CC(C)NC(=O)Nc1ccc2c(c1)C(=O)N([C@H](C)CO)C[C@H](C)[C@@H](CN(C)C(=O)c1ccncc1)OCCCC[C@H](C)O2 the results were TcdB inh 0.1.

Quoted at random: two compounds from above
`COc1ccc2c3c([nH]c2c1)[C@H](CO)N(Cc1cccc(F)c1)CC31CCN(C(C)=O)CC1` gave TcdB inh 1.7.
`COc1ccc2c3c(n(C)c2c1)[C@@H](CO)NCC31CCN(Cc2ccc(-c3ccccn3)cc2)CC1` gave TcdB inh 3.8.
